# Assay outcomes from PubChem.
# Rpn11 block = inhibitors of human proteasome Rpn11 | hit rate 0.59% among 360,000 | AID 588493 | human 26S proteasome, Ub4-pepOG fluorescence polarization; 20S core pre-blocked with epoxomicin | calls only at 20 µM | O00487;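 active = inhibition at 20 µM, scaled to each plate's controls, above about 33%, limit read from the data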
# Target sequence (O00487 whole entry, looked up): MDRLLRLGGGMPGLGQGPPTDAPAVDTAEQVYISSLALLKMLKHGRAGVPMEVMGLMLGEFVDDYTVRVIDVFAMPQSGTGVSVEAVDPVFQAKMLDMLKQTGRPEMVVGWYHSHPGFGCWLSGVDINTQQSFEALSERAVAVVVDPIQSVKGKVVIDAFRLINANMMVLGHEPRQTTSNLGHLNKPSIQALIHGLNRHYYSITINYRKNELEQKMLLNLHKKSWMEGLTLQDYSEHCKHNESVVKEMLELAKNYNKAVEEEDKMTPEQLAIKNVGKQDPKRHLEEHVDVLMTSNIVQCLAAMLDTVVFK
# DNMT1 block = blocks human DNA methyltransferase DNMT1 | P26358 | DNMT1 molecular beacon, Hinp1I cleavage, fluorescence | inhibition (reported as % activation of signal), % at 10 µM | hit rate 0.83% among 360,000; in the data active = inhibition above about 50%
# MsrA inh = inhibits bovine methionine sulfoxide reductase A. purified bovine MsrA, absorbance read-out. inhibition, % at 15.5 µM. hit rate 0.75% among 360,000; in the data active = inhibition above about 4.5%;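 also: 0% = vehicle wells with enzyme and 100% = reference inhibitor wells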
# NadD inh = NadD (S. aureus) enzyme inhibition; purified NadD enzyme, colorimetric absorbance read-out; inhibition, % at 20 µM; hit rate 0.78% among 360,000; in the data active = inhibition above about 26%; also: some compounds past the cut are filed as inactive
# Scp1 inh = blocks human Scp-1 phosphatase activity | Q9GZU7 | Recombinant Scp1, phosphopeptide, malachite green phosphate absorbance | inhibition, % at 20 µM | hit rate 0.88% among 340,000;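 active = inhibition above about 50% at 20 µM, limit read from the data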;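 also: plate controls were DMSO wells with enzyme for no effect and wells lacking enzyme for full effect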
#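 assay system = SCP-1 phosphatase catalytic domain, residues 76-261 | buffer or medium = 50 mM Tris acetate pH 5.5, 0.005% Tween-20, 10 mM MgCl2 | incubation = enzyme reaction 45 min at room temperature, colour 5 min, stabilisation 30 min | signal = Phosphate-binding colour reagent, absorbance read at 630 nm | measure = % inhibition at 20 µM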
# CSN inh = CSN deneddylation inhibition. Q92905. AID 651999. inhibition, % at 12.5 µM. hit rate 0.38% among 360,000. Purified CSN, SCF-Nedd8-OG deneddylation, fluorescence polarization;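 active = pattern-corrected inhibition above about 35%, with an unprinted fluorescence ratio check between 0.5 and 1.5, limit read from the data, passing the limit was not always enough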;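 also: 0% = enzyme with substrate and 100% = substrate without enzyme; some results filed as inactive read as strong as hits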
# Target sequence (Q92905 whole entry, looked up, one chain of several): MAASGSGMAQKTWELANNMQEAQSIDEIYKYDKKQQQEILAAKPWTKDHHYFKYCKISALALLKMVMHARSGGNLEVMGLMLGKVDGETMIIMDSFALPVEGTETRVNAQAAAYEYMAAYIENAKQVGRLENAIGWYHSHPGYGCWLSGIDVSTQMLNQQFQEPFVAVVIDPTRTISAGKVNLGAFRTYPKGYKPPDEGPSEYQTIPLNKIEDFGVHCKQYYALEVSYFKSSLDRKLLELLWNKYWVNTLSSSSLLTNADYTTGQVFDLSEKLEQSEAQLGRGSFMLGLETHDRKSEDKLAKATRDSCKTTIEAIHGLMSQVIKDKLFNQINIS
#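 Assay system: purified human Csn5 enzyme expressed in HEK293T cells; Input: 0.24 nM Csn5 enzyme, final concentration; Reagent: 10 nM SCFSkp2-Nedd8OG; Compound dosing: 12.5 µM single point; Times: reaction 90 min, room temperature; Technique: fluorescence polarization readout.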
# STEP block = inhibitors of human striatal-enriched phosphatase STEP. P54829. recombinant STEP, OMFP fluorogenic substrate, fluorescence. inhibition, % at 20 µM. hit rate 0.25% among 360,000. AID 588621;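 active = inhibition at 20 µM, scaled per plate between control wells, above about 37%, limit read from the data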;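 also: 0% = DMSO with enzyme and substrate and 100% = substrate only without enzyme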
#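 Test system: STEP tyrosine phosphatase / Reagent: OMFP at 25 µM / Doses: 20 µM, 1% DMSO / Read-out: percent inhibition scaled to no-enzyme and uninhibited-enzyme controls, plate-pattern corrected / Detection: FITC-channel fluorescence of OMFP product / Medium: Bis-Tris buffer pH 6.0, 2.5 mM DTT, 0.005% Tween 20 / Schedule: 20 min at room temperature, dark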
# SUMO1 PPI mod = modulators of human SUMO1-mediated protein-protein interactions. P63165. SUMO1 binding to a labelled peptide, TR-FRET, 1 h. inhibition, % at 20 µM. hit rate 0.33% among 360,000; in the data active = inhibition above about 37%
# Target sequence (P63165 whole entry, looked up): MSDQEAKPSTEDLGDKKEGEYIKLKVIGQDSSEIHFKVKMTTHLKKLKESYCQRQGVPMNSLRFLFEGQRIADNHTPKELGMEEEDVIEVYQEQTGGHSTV
# TbMetRS inhib = Trypanosoma brucei MetRS inhibition | inhibition, % at 11.9 µM | purified T. brucei MetRS, ATP depletion, Kinase-Glo luminescence | hit rate 0.4% among 360,000;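 active = inhibition above a per-plate cutoff of the control wells' mean inhibition plus 3 SD, cut at about 5.5% in these data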;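 also: 0% = DMSO wells median and 100% = median of wells with control inhibitor compound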
#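 Material: T. brucei methionyl-tRNA synthetase, purified; reagent: substrates ATP, L-methionine and bulk Escherichia coli tRNA; dosing: 11.9 µM single point; timing: 15 min plus 2 h at 25 °C; detection: luminescence of leftover ATP; evaluation: % inhibition; control set: DMSO-only wells as low control; replicates: singlicate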
# LMPTP block = LMPTP (human) inhibition; P24666; recombinant LMPTP-A, OMFP fluorogenic substrate, fluorescence intensity; inhibition, % at 20 µM; hit rate 0.22% among 360,000; AID 651560;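 active = compounds that cut the enzyme signal by at least half of the control window in the single-dose screen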;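 also: plate controls were DMSO wells with enzyme plus substrate for no effect and substrate without enzyme for full effect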
# Target sequence (P24666 whole entry, looked up): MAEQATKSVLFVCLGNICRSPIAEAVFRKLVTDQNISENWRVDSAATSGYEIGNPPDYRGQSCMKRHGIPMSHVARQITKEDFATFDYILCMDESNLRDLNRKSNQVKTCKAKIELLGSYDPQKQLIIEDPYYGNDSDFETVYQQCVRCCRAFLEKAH
#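 test system = LMPTP-A | amount = 0.625 nM LMPTP-A final | reagent = fluorogenic phosphatase substrate OMFP at 400 µM final | incubation = 50 min at room temperature | benchmarks = no-enzyme low control, uninhibited high control | medium = Bis-Tris pH 6.0, DTT, detergent | signal = fluorescence intensity of OMFP turnover product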
# An asterisk follows results filed as active; i = inactive; x = no result given; + = active, no number. Not a hit list; 3.9% or so of the library scored in one or more.
SMILES,Rpn11 block,DNMT1 block,MsrA inh,NadD inh,Scp1 inh,CSN inh,STEP block,SUMO1 PPI mod,TbMetRS inhib,LMPTP block
COc1ccc(/C=C(/NC(=O)c2ccc(Br)o2)C(=O)Nc2cccc(C(=O)O)c2)cc1,i,4,5.7*,-4,x,1,-1,-4,0.1,2.0
CC1CCN(c2ccc(/C=N\Nc3nncn3N)cc2[N+](=O)[O-])CC1,i,-5,0.6,8,-11,0,3,-23,1.1,2.1
CC(=O)Nc1nnc(SCC(=O)c2ccc3c(c2)Cc2ccccc2-3)s1,i,14,-0.4,14,-4,0,0,3,0.8,-1.4
O=c1c(-c2ccc(F)cc2)coc2c3c(ccc12)OCCO3,i,7,-0.5,0,-6,6,-2,4,0.0,1.2
CCOC(=O)c1ccc(NC(=O)CN2CCN(Cc3ccccc3)CC2)cc1,i,-5,0.5,-14,-4,-3,-5,3,-1.1,-0.7
Cc1ccc(C(=O)N2CCc3cc4c(cc3C2C)OCCCO4)cc1 (centres undefined),i,-5,-0.3,-3,-6,7,0,-1,0.2,0.5
COc1ccc(-c2cn3cc(C(F)(F)F)cc(Cl)c3n2)cc1,i,1,1.0,-1,-5,0,1,5,-0.7,1.8
COc1ccc(NC(=O)OCCn2c([N+](=O)[O-])cnc2C)cc1,i,-2,1.5,-2,-5,-3,2,-16,0.1,-2.3
CC(=O)Nc1sc2c(c1C(c1cccc(F)c1)N1CCN(CCO)CC1)CCCC2 (centres undefined),i,1,-1.0,-5,-7,0,2,1,0.2,-1.5
Cc1cc(C)nc(NS(=O)(=O)c2ccc(NC(=O)c3cccc(N4C(=O)CCC4=O)c3)cc2)n1,i,8,0.0,1,-1,-12,-2,10,-0.9,-1.5
CC(C)(C)NCCOCCOc1ccc(Cl)cc1C(C)(C)C,i,-2,0.2,-4,7,-5,0,-1,-1.0,-0.2
COc1ccc2cc(CN(CCc3ccccc3)Cc3nnnn3CC3CCCO3)c(=O)[nH]c2c1 (centres undefined),i,-5,0.9,0,-1,-2,2,-4,-0.5,-0.4
COc1ccc(NS(=O)(=O)c2ccc(S(=O)(=O)N(C)C)cc2)cc1S(N)(=O)=O,i,0,-0.7,-5,-6,-3,-1,0,-0.5,-1.7
Cc1nc2c(C)cccc2cc1C(=O)N/N=C/c1cccc([N+](=O)[O-])c1,i,-3,-1.1,0,-5,-2,0,-14,0.0,0.5
CC(C)(C)c1csc(NC(=O)Cc2ccc(S(=O)(=O)N3CCOCC3)s2)n1,i,-6,-0.1,2,-6,-3,-3,-3,-0.7,2.1
COc1ccc(-c2nc3c4ccccc4ccn3c2CN2CCCCC2)cc1,i,0,-0.1,-1,-1,6,0,-1,-0.2,3.1
CCN(CC)C(=O)c1[nH]cnc1C(=O)Nc1cccc(C)c1,i,6,0.2,-2,-1,2,1,7,0.0,-0.3
CCOC(=O)/C(N=Nc1cc(C(=O)O)cc(C(=O)O)c1)=C(\O)CCl,i,6,0.2,-2,-2,0,0,7,-1.1,0.4
Cc1cccc(N2CC(C(=O)Nc3nnc(SCc4ccccn4)s3)CC2=O)c1 (centres undefined),i,9,0.5,28,13,6,2,12,-0.2,1.4
COc1ccc(Nc2nc(N3CCCCC3)nc3ccccc23)c(OC)c1,i,-1,0.0,-2,3,2,1,1,-0.1,8.2
COc1ccc(C)cc1NC(=S)NNC(=O)c1c(Br)cnn1C,i,1,2.7,-10,0,0,-2,1,0.3,0.4
COc1ccc(CN2C(=NC(=O)COc3ccccc3)SC3CS(=O)(=O)CC32)cc1 (centres undefined),i,7,0.8,4,-2,-2,0,2,0.4,-0.3
COC(=O)Cc1nnc(SCC(=O)Nc2ccccc2)c2ccccc12,i,4,-1.0,0,-9,-2,-2,-7,0.2,1.8
COc1ccc(C)cc1-n1nnnc1SCn1nnc2ccccc2c1=O,i,-2,0.4,-5,-22,-1,1,-12,0.4,-0.5
COC(=O)c1cc(-c2cccs2)[nH]n1,i,-2,-1.3,0,-1,-5,0,1,-0.6,-0.6

# Reprinted from the part before: 5 entries; new compounds follow.
SMILES,Rpn11 block,DNMT1 block,MsrA inh,NadD inh,Scp1 inh,CSN inh,STEP block,SUMO1 PPI mod,TbMetRS inhib,LMPTP block
COc1ccc(C)cc1NC(=S)NNC(=O)c1c(Br)cnn1C,i,1,2.7,-10,0,0,-2,1,0.3,0.4
COc1ccc(CN2C(=NC(=O)COc3ccccc3)SC3CS(=O)(=O)CC32)cc1 (centres undefined),i,7,0.8,4,-2,-2,0,2,0.4,-0.3
COC(=O)Cc1nnc(SCC(=O)Nc2ccccc2)c2ccccc12,i,4,-1.0,0,-9,-2,-2,-7,0.2,1.8
COc1ccc(C)cc1-n1nnnc1SCn1nnc2ccccc2c1=O,i,-2,0.4,-5,-22,-1,1,-12,0.4,-0.5
COC(=O)c1cc(-c2cccs2)[nH]n1,i,-2,-1.3,0,-1,-5,0,1,-0.6,-0.6
COC(=O)c1sccc1NC(=O)c1ccnn1C,i,1,2.8,-8,-5,3,-2,-6,-0.3,1.1
COc1ccc2c(c1)C(=NNc1ccc(C(=O)O)cc1)c1cc(OC)ccc1-2,i,-6,-0.4,19,12,3,-1,-9,-0.4,11
Cc1cccc(C(=O)Nc2nsc(N)n2)c1,i,2,-0.9,-1,-6,-2,0,3,-0.3,-2.1
CN(CCCC(=O)NC1CC(C)(C)NC(C)(C)C1)S(=O)(=O)c1ccc([N+](=O)[O-])cc1,i,0,2.1,-1,-1,-5,-1,-26,-1.1,0.3
N#CCCn1cc(C(=O)N2CCOCC2)c(-c2ccc3c(c2)OCCO3)n1,i,-2,0.5,-2,1,2,-2,1,-0.4,-1.0
CCCCn1c(=O)nc2n(-c3ccc(OC)cc3)c3ccccc3cc-2c1=O,i,3,-0.8,3,1,-5,-1,-30,-1.8,0.0
CCCCOC(=O)C1=C(C)NC(=O)NC1c1cccc([N+](=O)[O-])c1 (centres undefined),i,1,2.1,-7,-4,-2,-2,-13,-0.4,-1.0
Cc1ccc(NC(=O)c2cnn(-c3ccccc3)c2C)cc1C,i,0,-0.2,-4,0,4,2,2,-0.4,0.6
Cc1ccc(C)c(S(=O)(=O)NNC(=O)Nc2ccccc2Cl)c1,i,-2,-0.3,-8,-8,0,-4,-2,-0.2,0.9
COc1ccc(/C=C(\NC(=O)c2ccc([N+](=O)[O-])cc2)C(=O)NCCCN2CCOCC2)cc1,i,0,-0.2,-2,-5,-2,-1,-32,-0.5,-2.0
COc1ccc(-c2csc(NC(=O)C3CCN(C(=O)c4ccc(F)cc4)CC3)n2)cc1OC,i,-10,-0.6,2,-3,0,0,3,-0.2,1.3
COCCN(C(=O)c1oc2ccccc2c1COC)c1c(N)n(CC(C)C)c(=O)[nH]c1=O,i,1,0.2,-2,-6,-6,-2,-2,-0.5,-0.8
Cc1ccc(N(C(=O)c2cc3ccccc3oc2=O)C2C=CS(=O)(=O)C2)cc1 (centres undefined),i,-2,0.6,3,2,3,0,1,-1.1,-2.0
Cc1ccc(-c2csc3ncnc(SCC(=O)NCC4CCCO4)c23)cc1 (centres undefined),i,2,-0.8,3,1,0,-1,4,-0.2,1.2
Cc1ccc(S(=O)(=O)Oc2cccc(/C=N/Nc3ccc(C(=O)O)cc3)c2)cc1,i,-3,3.4,2,-18,3,-1,-9,-0.1,4.1
CC1=NN(c2ccccc2C(=O)O)C(=O)C1N=Nc1ccccc1 (centres undefined),i,1,1.4,3,4,4,2,-3,-0.9,0.8
O=C(NNC(=O)c1cc2ccccc2[nH]1)OCc1ccccc1,i,-1,-0.7,1,-8,-2,-2,5,13*,0.8
Cn1ncc(N2CCN(S(=O)(=O)c3ccc(Br)cc3)CC2)c(Cl)c1=O,i,3,-0.6,1,-1,-2,-1,-3,-1.9,0.2
Cc1ccccc1SCC(=O)Nc1cccc(C#N)c1,i,-2,1.4,-3,-13,-5,0,-5,-0.2,-0.2
Cc1cccc(C)c1NC(=O)N1C2CCCC1CC(NC(=O)C(C)(C)C)C2 (centres undefined),i,-1,0.0,-1,-3,7,-3,-2,-0.8,-0.5
NS(=O)(=O)c1ccc(CCNC(=O)C2CCCN2C(=O)OCc2ccccc2)cc1 (centres undefined),i,0,-1.0,-2,-7,1,-10,0,-0.6,-1.6
CC(C)[C@H](NC(=O)[C@@H]1Cc2ccccc2CN1C(=O)OC(C)(C)C)C(=O)NCC1CCC(C(=O)O)CC1 (some centres undefined),i,1,0.8,-3,-12,-1,5,1,-0.7,-2.0
COc1ccc(NC(=O)c2cc(C3CCCCN3C(=O)Cc3ccc(N(C)C)cc3)on2)c(C)c1 (centres undefined),i,0,0.8,4,x,-6,-3,4,-0.1,0.9
CCn1c(N2CCN(CC(=O)c3ccc(OC)cc3)CC2)nc2ccccc21,i,-4,x,-1,5,-6,0,-2,-1.1,1.2
CCCCCCC(=O)Nc1ccc(C(=O)N/N=C/c2cccnc2)cc1,i,-2,-0.7,-3,25,-2,13,-7,-0.2,-0.4

# (further entries)
SMILES,Rpn11 block,DNMT1 block,MsrA inh,NadD inh,Scp1 inh,CSN inh,STEP block,SUMO1 PPI mod,TbMetRS inhib,LMPTP block
O=c1ccc(-c2ccc(S(=O)(=O)N3CCN(c4ccccc4)CC3)o2)n[nH]1,i,8,-1.5,4,-1,7,-3,-133,0.3,-1.4
COc1cc(NC(=O)CSc2nc(C)c(C)c(C)n2)cc(OC)c1,i,1,-1.0,-8,3,-7,-5,1,-0.4,-0.4
CCc1cc(=O)n2[nH]c(C)c(-c3ccc(OC)cc3)c2n1,i,-1,-0.4,2,-6,-2,-3,-5,0.3,-1.2
COc1ccccc1NC(=O)C(C)OC(=O)CCNS(=O)(=O)c1ccc(C)c(C)c1 (centres undefined),i,5,-1.2,-5,-6,2,-1,-2,-0.4,0.8
COC(=O)c1ccc(C23CC4(C2)[C@H](CN(Cc2cccnc2)[C@@H]4c2ccccc2)C3c2ccccc2)cc1 (some centres undefined),+,12,0.6,22,3,4,6,8,-0.2,7.1
CC(C)CCn1c(CN(C)Cc2ccccc2)nc2c1c(=O)n(C)c(=O)n2C,i,-3,0.3,1,-5,-4,0,-4,0.1,0.3
O=C(CNCC1CCCCC1)Nc1ccc(OC(F)(F)F)cc1,i,-2,-0.1,-5,-2,1,1,-3,0.0,-4.5
